West Nile virus CPE – inhibition of WNV-induced cytopathic effect – cell-based, CPE readout (AID 1621); West Nile virus-infected cells, CPE inhibition; higher % means a stronger effect; one-dose CPE inhibition, % at 10 µM; IC50 in µM for titrated hits; 0.02% of 290,000 active; in the data active = a potency from the dose series; also: strong numbers were not always called active
Yfh1-off respiration – enhancers of respiration in Yfh1-depleted yeast, dose response, Friedreich's ataxia, plus single-dose screen (AID 1465). S. cerevisiae Yfh1-off respiration, WST-1 reduction, 72 h; higher fold induction means a stronger effect. fold induction at 50 µM; hits with a dose series show EC50 in µM. 0.074% of 220,000 active;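 active = fold induction of absorbance versus untreated yeast above a set limit, then at least 30% activation at any dose in follow-up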;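 also: activators that raise dye reduction in frataxin-depleted yeast; strong numbers were not always called active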
CSM14.1 death rescue – protection against thapsigargin-triggered cell killing – 384-well, CSM14.1, ATP luminescence, primary screen (AID 1222). CSM14.1 thapsigargin-induced death rescue, ATP luminescence; higher % means a stronger effect. one-dose cellular ATP content (survival), % at 20 µM; EC50 in µM for titrated hits. 190,000 tested, under 10 active;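 active = EC50 below 50 µM in the dose-response confirmation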;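 also: death triggered by thapsigargin at about 15 µM added after 2 h compound pretreatment; cell ATP read after overnight thapsigargin exposure of roughly 18 to 22 hours; normalized against plate controls of thapsigargin alone and 5% DMSO vehicle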
SIAH1 antagonists – Siah-1 peptide-binding antagonists, primary screen, biochemical, fluorescence polarization, rhodamine-plectin, uHTS (AID 1817). Siah-1 / rhodamine-plectin peptide fluorescence polarization; higher % means a stronger effect. displacement, % at 20 µM, or IC50 in µM where a hit was titrated. 0.02% of 290,000 active;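 active = displacement of at least 50% at 20 µM, with a fluorescence ratio check between 0.3 and a set limit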;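 also: plate controls were Siah plus tracer with DMSO for no effect and tracer alone without Siah for full effect; strong numbers were not always called active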
human PMI inhibitors – MPI inhibition at elevated mannose 6-phosphate – biochemical, fluorescence intensity, high mannose 6-phosphate, primary screen (AID 1220); one-dose inhibition, % at 20 µM; IC50 in µM for titrated hits; 0.66% of 190,000 active; recombinant PMI enzyme, coupled fluorescence intensity; higher % means a stronger effect; in the data active = inhibition above about 50%
P. falciparum M17LAP – P. falciparum M17LAP inhibitors, primary screen, biochemical, fluorogenic H-Leu-NHMec substrate, 1536-well (AID 1619) | 0.38% of 220,000 active | inhibition, % at 30 µM; hits with a dose series show IC50 in µM | recombinant M17LAP, H-Leu-NHMec fluorogenic kinetic assay; higher % means a stronger effect;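 active = compound inhibiting the enzyme by more than half at any dose during confirmatory dose-response retesting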;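 also: plate controls were full reaction with DMSO carrier for no effect and no enzyme background for full effect; strong numbers were not always called active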
XIAP displacement – XIAP antagonists, biochemical, IAP family, fluorescence polarization (AID 1018); 0.007% of 200,000 active; XIAP BIR domain, fluorescence polarization peptide displacement; higher % means a stronger effect; displacement, % at 20 µM, or IC50 in µM where a hit was titrated; in the data active = displacement above about 50%; also: a part of the inactive calls stands beside numbers as strong as those of hits
Salmonella PhoP GFP – PhoP-dependent GFP reporter repression – Salmonella Typhimurium, primary screen (AID 1863). S. Typhimurium PhoP-regulated promoter GFP reporter, 4 h; higher % means a stronger effect. inhibition, % at 50 µM; hits with a dose series show IC50 in µM. 0.16% of 300,000 active;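 active = inhibition over 29.93%, a cutoff 3 SD above the screen mean, later confirmed by dose response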;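 also: 0% = low Mg2+ inducing control and 100% = high Mg2+ repressing control; strong numbers were not always called active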
M1AAP inhibition – malaria alanyl aminopeptidase activity blockers – biochemical, fluorogenic H-Leu-NHMec substrate, 1536-well (AID 1445) | recombinant M1AAP, H-Leu-NHMec fluorogenic kinetic assay; higher % means a stronger effect | one-dose inhibition, % at 30 µM; IC50 in µM for titrated hits | 0.42% of 220,000 active;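 active = primary inhibition above the hit cutoff, then over 50% inhibition at one or more dose response concentrations, cut at about 23% in these data, passing the limit was not always enough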;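 also: plate controls were DMSO full reaction for no effect and no enzyme background for full effect; strong numbers were not always called active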
* = called active by the depositor; i = inactive; . = not tested or not shown.

mol,West Nile virus CPE,Yfh1-off respiration,CSM14.1 death rescue,SIAH1 antagonists,human PMI inhibitors,P. falciparum M17LAP,XIAP displacement,Salmonella PhoP GFP,M1AAP inhibition
COC(=O)c1cccc(S(=O)(=O)N(Cc2ccco2)Cc2cc3ccc(OC)cc3[nH]c2=O)c1,0.3%,i,0.4%,5%,8%,2%,-5.6%,1%,3%
Cc1nnc(NCc2n[nH]c(=O)c3ccccc23)c2ccccc12,0.8%,i,-1.1%,0%,4%,3%,-4.9%,2%,-3%
CCS(=O)(=O)NCc1ccc2[nH]c3c(c2c1)CCCC3,1.2%,i,-1.2%,-2%,31%,-8%,-6.7%,-6%,0%
COc1ccc(NS(=O)(=O)c2cc(NC(=O)c3cc(F)c(F)c(F)c3F)ccc2N2CCCC2)cc1,0.1%,i,.,0%,.,18%,.,-3%,8%
Cc1ccc(-c2nc(C)sc2CC(=O)NCc2ccco2)cc1,-0.1%,i,1.4%,27%,4%,7%,-2.8%,-12%,5%
CN1CCN(c2ccccc2NC(=O)COc2ccc(Br)cc2)CC1,-0.1%,i,-0.7%,3%,4%,-9%,-2.8%,9%,-8%
OCC1CCCN(C(=S)Nc2ccc(Oc3ccccc3)cc2)C1 (stereo unspecified),-0.6%,i,2.7%,0%,-8%,2%,-5.6%,-6%,6%
COc1ccc(-n2c(=O)c3ccccc3c3ccccc3c2=O)c(OC)c1,.,.,-0.9%,0%,-16%,8%,-1.9%,-4%,0%
Cc1cccc(NC(=O)CN2CCCN(S(=O)(=O)c3ccc(Br)s3)CC2)c1,-0.2%,i,-1.2%,1%,15%,19%,-0.5%,1%,11%
Cc1ccccc1-n1c(Cn2c(=O)sc3ccccc32)nnc1SC(C)C,-0.2%,i,0.5%,5%,-3%,-7%,-8.3%,-6%,7%
CCOc1cc(C(=S)N2CCOCC2)ccc1OC,0.6%,i,-0.6%,7%,1%,10%,-4.5%,5%,2%
NC(=O)c1cc(S(=O)(=O)NC2CCCCC2)co1,0.4%,i,-1.1%,-1%,-4%,0%,-7.4%,4%,1%
Cc1cc[n+](-c2[nH]c(=O)sc2/C=N/NC([S-])=Nc2ccccc2)cc1,0.8%,i,1.6%,-5%,-1%,27%,-3.6%,-81%,20%
CC(C)(C)NC(=O)COC(=O)c1ccccc1C(=O)c1ccccc1,-0.4%,i,2.6%,6%,-7%,3%,-10%,-8%,-3%
CCOc1ccccc1NC(=S)NCc1ccco1,-0.4%,i,-0.7%,-1%,4%,10%,-9.1%,9%,7%

mol,West Nile virus CPE,Yfh1-off respiration,CSM14.1 death rescue,SIAH1 antagonists,human PMI inhibitors,P. falciparum M17LAP,XIAP displacement,Salmonella PhoP GFP,M1AAP inhibition
Cc1ccc(-c2cc(C(F)(F)F)n3ncc(C(=O)O)c3n2)cc1,0.1%,i,1.3%,2%,-20%,26%,-7.9%,3%,6%
CC(=O)Nc1ccc(-c2csc(NC(=O)Nc3ccccc3)n2)cc1,-0.1%,i,-4.9%,-4%,8%,-1%,-17%,-7%,2%
CCn1c(SCC(=O)Nc2ccccc2OC)nc(O)cc1=O,0.2%,i,.,0%,.,-13%,.,0%,2%
O=C(OCc1ccccc1Cl)c1cccnc1Cl,1.1%,i,-0.7%,2%,-2%,4%,-3.5%,3%,1%
Oc1ccc(CNCC2COc3ccccc3O2)cc1 (stereo unspecified),0.6%,i,1.2%,2%,9%,15%,-8.2%,13%,3%
Cn1nc(N)c2c(-c3ccc(Cl)cc3)c(C#N)c(N)nc21,0.7%,i,3.2%,-6%,-2%,24%,-4.8%,6%,2%
CC(C)(C)NC(=O)NC(=O)COC(=O)CNC(=O)c1cccc(F)c1,0.3%,i,-1.0%,0%,-14%,0%,-0.2%,0%,1%
O=C(NNc1cc(Cl)cc(Cl)c1)c1c(F)cccc1Cl,-0.3%,i,.,6%,.,9%,.,-13%,4%
Cc1ccccc1NC(=O)CSc1nc2cc3c(cc2cc1C)CCC3,3.0%,i,2.6%,3%,-8%,2%,-1.8%,-5%,11%
CN(c1ccccc1C(=O)Nc1cccc([N+](=O)[O-])c1)S(C)(=O)=O,-1.2%,i,-0.1%,5%,-8%,-7%,1.2%,-3%,0%
CCOc1ccc(-c2nnn(CCC#N)n2)cc1OC,0.3%,i,0.8%,5%,12%,10%,-5.2%,11%,-2%
c1ccc(CCNc2ccnc3cc4ccccc4cc23)cc1,-2.1%,i,-4.0%,-3%,64%*,-21%,-7.8%,-54%,30%
Cc1ccc(NC(=O)c2sc(N)nc2-c2ccccc2)cc1C,-0.4%,i,-1.3%,-4%,11%,-5%,-7.2%,-4%,7%
CCOc1ccc(OCC)c(S(=O)(=O)N2CCOCC2)c1,0.4%,i,-1.2%,1%,-9%,4%,-7.4%,-3%,9%
C/C(=N\N=c1/sc2ccccc2n1C)c1ccccn1,-1.6%,i,.,-9%,0%,-1%,-4.5%,-5%,-2%

mol,West Nile virus CPE,Yfh1-off respiration,CSM14.1 death rescue,SIAH1 antagonists,human PMI inhibitors,P. falciparum M17LAP,XIAP displacement,Salmonella PhoP GFP,M1AAP inhibition
CCCc1nn(CCc2ccccn2)c(N)c1CC,-0.7%,i,5.3%,1%,-2%,0%,-0.9%,2%,-1%
Cc1oc(-c2cccc(C(F)(F)F)c2)nc1CN1CCC[C@H]1CO,-0.2%,i,0.4%,2%,8%,.,0.6%,.,.
O=C(c1ccccc1)N1CCN2C(=O)c3ccccc3C12c1ccc(Cl)cc1 (stereo unspecified),-0.1%,i,1.5%,-5%,5%,-5%,-1.0%,11%,5%
Cn1nc(C(=O)OCC(=O)Nc2ccc3ccccc3c2)c2ccccc2c1=O,-0.3%,i,-0.7%,1%,18%,7%,-9.3%,-14%,5%
O=C(c1ccccc1)N1CCC(O)(c2ccc3c(c2)OCO3)CC1,0.2%,i,-0.6%,-3%,6%,13%,-5.1%,9%,-2%
Cc1c(NC(=O)C(C)OC(=O)CC2CC3CCC2C3)c(=O)n(-c2ccccc2)n1C (stereo unspecified),-0.5%,i,-0.4%,1%,-8%,-3%,-6.1%,1%,4%
COc1ccc(NC(=O)C2CCCN(S(=O)(=O)c3c(C)[nH]c(=O)[nH]c3=O)C2)cc1 (stereo unspecified),-0.1%,i,-2.0%,3%,-4%,7%,-3.0%,8%,-10%
O=C(NCCCCNC(=O)c1cccnc1)c1cccnc1,-0.5%,i,-1.0%,11%,4%,-4%,-3.0%,-6%,2%
Cc1ccc(C(=O)NC2CC(C)(C)NC(C)(C)C2)cc1C,0.3%,.,-0.9%,-7%,-17%,-5%,-4.9%,-8%,3%
Cc1c(NS(=O)(=O)c2ccc3c(c2)Cc2ccccc2-3)c(=O)n(-c2ccccc2)n1C,-0.5%,i,-1.3%,1%,4%,4%,-0.7%,0%,2%
COc1cc(/C=N/NC(=O)Cc2nnc(N)s2)cc(OC)c1OC,0.2%,i,.,1%,.,14%,.,-1%,-1%
COc1ccc(-c2cc(C(=O)NNC3=NCCC3)c3c(C)nn(-c4ccccc4)c3n2)cc1,-0.8%,i,4.6%,-3%,-22%,1%,-4.2%,2%,5%
COc1ccc(NC(=O)Nc2c(C)n(C)n(-c3ccccc3)c2=O)cc1,0.1%,i,-1.0%,8%,16%,22%,-4.8%,7%,-2%
CCN(CC)CC(=O)Nc1nn(-c2ccccc2)nc1C(N)=O,-0.9%,i,-1.0%,0%,-3%,0%,-0.5%,16%,-3%
Cc1nn(C)c(C)c1CN(C)S(=O)(=O)c1ccc(F)cc1,-1.0%,i,-5.3%,2%,2%,19%,-5.4%,5%,2%

Retrieved by structure from above:
mol,West Nile virus CPE,Yfh1-off respiration,CSM14.1 death rescue,SIAH1 antagonists,human PMI inhibitors,P. falciparum M17LAP,XIAP displacement,Salmonella PhoP GFP,M1AAP inhibition
Cc1nn(C)c(C)c1CN(C)S(=O)(=O)c1ccc(F)cc1,-1.0%,i,-5.3%,2%,2%,19%,-5.4%,5%,2%
Cc1ccc(C(=O)NC2CC(C)(C)NC(C)(C)C2)cc1C,0.3%,.,-0.9%,-7%,-17%,-5%,-4.9%,-8%,3%
COc1ccc(-c2cc(C(=O)NNC3=NCCC3)c3c(C)nn(-c4ccccc4)c3n2)cc1,-0.8%,i,4.6%,-3%,-22%,1%,-4.2%,2%,5%
Cc1c(NC(=O)C(C)OC(=O)CC2CC3CCC2C3)c(=O)n(-c2ccccc2)n1C (stereo unspecified),-0.5%,i,-0.4%,1%,-8%,-3%,-6.1%,1%,4%
CCN(CC)CC(=O)Nc1nn(-c2ccccc2)nc1C(N)=O,-0.9%,i,-1.0%,0%,-3%,0%,-0.5%,16%,-3%

Additional records follow.
mol,West Nile virus CPE,Yfh1-off respiration,CSM14.1 death rescue,SIAH1 antagonists,human PMI inhibitors,P. falciparum M17LAP,XIAP displacement,Salmonella PhoP GFP,M1AAP inhibition
CCCOc1ccc(C(=O)NC(=S)Nc2nc(C)c(C(=O)N(C)C)s2)cc1,0.0%,i,-0.4%,-3%,-8%,4%,-1.7%,-14%,0%
Cc1ccc(NC(=O)c2onc(C)c2Cl)cc1,0.1%,i,-0.4%,2%,6%,-4%,-3.2%,10%,3%
COc1ccc(C(C(=O)NC2CCCCC2)N(Cc2cccs2)C(=O)Cc2c[nH]c3ccccc23)cc1OC (stereo unspecified),-0.8%,i,-1.0%,0%,4%,-10%,-3.1%,-7%,4%
Cc1ccc(/C=N/NC(=O)CSc2nc3nc(C)cc(C)n3n2)cc1,-0.7%,i,-1.2%,-2%,5%,4%,-2.1%,11%,2%
CCOc1ccc(N2C(=O)CC(N3CCN(C(=O)CN4CCCC4)CC3)C2=O)cc1 (stereo unspecified),0.3%,i,3.0%,0%,4%,7%,-13%,-2%,-3%
CC(NC(=O)NNC(N)=S)(C(F)(F)F)C(F)(F)F,-0.9%,i,.,10%,.,-15%,.,-3%,4%

One compound at a time, from the list above. Order of screens: West Nile virus CPE	Yfh1-off respiration	CSM14.1 death rescue	SIAH1 antagonists	human PMI inhibitors	P. falciparum M17LAP	XIAP displacement	Salmonella PhoP GFP	M1AAP inhibition
`CCOc1ccc(N2C(=O)CC(N3CCN(C(=O)CN4CCCC4)CC3)C2=O)cc1` (stereo unspecified) across the screens: 0.3%	i	3.0%	0%	4%	7%	-13%	-2%	-3%
`COc1ccc(C(C(=O)NC2CCCCC2)N(Cc2cccs2)C(=O)Cc2c[nH]c3ccccc23)cc1OC` (stereo unspecified) across the screens: -0.8%	i	-1.0%	0%	4%	-10%	-3.1%	-7%	4%
`CCCOc1ccc(C(=O)NC(=S)Nc2nc(C)c(C(=O)N(C)C)s2)cc1` across the screens: 0.0%	i	-0.4%	-3%	-8%	4%	-1.7%	-14%	0%
`Cc1ccc(/C=N/NC(=O)CSc2nc3nc(C)cc(C)n3n2)cc1` across the screens: -0.7%	i	-1.2%	-2%	5%	4%	-2.1%	11%	2%

Screening results: PubChem, several laboratories
